# Compound activity: PubChem BioAssay, University of Kansas High Throughput Screening Laboratory
# Pf apPOL block: Pf-apPOL DNA polymerase inhibition. Recombinant Pf-apPOL, molecular beacon fluorescence, 1.5 h. inhibition, % at 10 µM. actives 0.25% (n = 210,000). AID 1794808
# mHTT CaM bind: mHTT-calmodulin interaction abrogation; P42858; AlphaScreen His-mHTT/GST-CaM binding, luminescence; inhibition, % at 15 µM; actives 3.6% (n = 190,000); AID 1671202;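 further: 0% = both proteins with DMSO and 100% = one protein alone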
# Numbers without * were called inactive; i = inactive; / = not tested or not shown; & = joins results of further samples. No stated cut-off is given here; in the data, active means inhibition above about 50%; inactive means the rest. This is a subset; count on the stated rates, not on these rows.
SMILES,Pf apPOL block,mHTT CaM bind
COc1ccc(C(=O)Nc2nc(C)cs2)cc1[N+](=O)[O-],-4,20
COc1ccc(C2=N/C(=C\c3ccccc3Cl)C(=O)O2)c(Cl)c1,-3,-1
O=C1C(=Cc2ccc(Br)cc2)Oc2c1ccc(O)c2CN1CCN(CCO)CC1,-38,37
Cc1nn(Cc2cccc(Oc3ccccc3)c2)c(C)c1NC(=O)CCC(=O)O,4,3
CCC(C)n1cc(/C=C2\C(=O)NC(=O)N(c3ccc4c(c3)OCO4)C2=O)c2ccccc21 (centres undefined),7,18
Cc1ccc2c(c1)C1CS(=O)(=O)N(C3CCCC3)CN1C2 (centres undefined),-10,9
O=C(CCN1C(=O)c2ccccc2C1=O)N1CCN(C2c3ccccc3-c3ccccc32)CC1,-7&0,-1&1
CN1CCN(c2nc3ccc(OC(=O)c4cccc([N+](=O)[O-])c4)cc3s2)CC1,-6,-6
Cc1sc(N=Cc2ccccc2O)c(C#N)c1C,-1,2
CCn1c(C2CCN(S(=O)(=O)Cc3ccccc3)C2)nc2cccnc21 (centres undefined),-4,0
N#CNC(N)=NCc1ccccc1,0,-12
COc1ccc(C2NC(=S)NC3=C2C(=O)CCC3)cc1 (centres undefined),0,-5
CC(C)n1cc(C2=CCN(S(=O)(=O)c3cccc4cccnc34)CC2)c2cccnc21,-6,33
COc1ccc(-c2[nH]nc3c2C(c2cn[nH]c2-c2ccc(F)cc2)C(C#N)=C(N)O3)cc1OC (centres undefined),-8,7
Cc1ccc(C(C)NC(=O)c2ccc(-c3nc4cccnc4n(C)c3=O)cc2)cc1 (centres undefined),-2,5
CC(=O)C(C)n1c(CN2CCN(c3ccccc3F)CC2)nc2c1c(=O)n(C)c(=O)n2C (centres undefined),-7,-7
O=S(=O)(c1cccc2cccnc12)N1CCCN(CCc2ccccc2)CC1,8,/
Nc1c(C(=O)c2ccc(Br)cc2)sc2nc(-c3ccccn3)ccc12,2,6
Cc1ccsc1C1C=C(c2ccc(Cl)cc2)Nc2nnnn21 (centres undefined),-6,-2
Cc1ccc(Cl)cc1-n1ccn(CC#N)c(=O)c1=O,0,-17
Cc1ccc(-c2nc3cc(Cl)ccc3c(=O)o2)cc1C,-2,-6
O=C(O)c1cccc(Nc2nc(-c3cccs3)cs2)c1,-1,19
COc1ccc(N2CCN(Cc3cccnc3)CC2)cc1,-2,-3
COc1ccc(-c2nc3c(c(=O)[nH]2)CCN(S(=O)(=O)c2cccs2)C3)cc1,4,1
O=C(Nc1ccc(Cl)cc1)N1CCOCC1,-7,0
O=c1c(N2CCOCC2)nsn1Cc1ccccc1,-10,1
O=C(Nc1ccc(O)c(-c2nc3ccccc3s2)c1)c1ccc([N+](=O)[O-])cc1,0,-1
NC(=O)c1ccccc1NC(=O)CCCOc1ccccc1,-6,1
N#Cc1c(OCC(F)(F)F)ccc(S(=O)(=O)N2CCCC2)c1OCC(F)(F)F,2,/
Cc1ccc(S(=O)(=O)N2CC3CN(C(=O)Nc4ccccc4C)CC(C2)O3)cc1,0,-8
CCOC(=O)c1sc(S(C)=NS(=O)(=O)c2ccccc2)c2c1CCC=C2 (centres undefined),0,/
O=C(Nc1ccc(N2CCCC2)cc1)c1cc(Br)ccc1Cl,0,86*
Cc1cc2c(cc1C)NC(c1ccc([N+](=O)[O-])s1)C1=C(CC(C)(C)CC1=O)N2 (centres undefined),-4,32
O=[N+]([O-])c1ccc(N2CCN(Cc3ccccc3)CC2)s1,-6,16
Cc1ccc(CNC(=O)C2(C)CCCN(S(=O)(=O)c3ccccc3)C2)cc1 (centres undefined),-4,-5
Cc1cccc(OCC(=O)N2CCC(COc3ccccc3C(=O)N3CCCC3)CC2)c1,-4,36
Cc1ccc(CCNC(=O)C2CCCN(C(=O)c3ccccc3F)C2)cc1 (centres undefined),-10,36
CCN(CC)CCC(=O)c1ccc(OC)c(OC)c1,-21,-1
O=C1c2cccc([N+](=O)[O-])c2C(=O)N1c1ccc(Br)cn1,-5,4
CN1C(=O)NC(=O)/C(=C\c2ccc3c(c2)OCO3)C1=O,-3,-1
CC1=C(C(=O)Nc2ccc(F)cc2F)C(c2ccc3c(c2)OCO3)C2=C(CC(C)(C)CC2=O)N1 (centres undefined),-5&-2,-4&1
COc1ccc(N2CCN(C(=O)CCC(=O)N3CCCn4nc(C)cc43)CC2)cc1,0,5
COc1cc(-n2cccc2)cc(C(F)(F)F)c1,1,/
COCCNC(=O)C(=O)NCC(c1ccc(N(C)C)cc1)N1CCc2ccccc2C1 (centres undefined),0,4
Cc1cc(C)cc(NC(=O)N2CCC3(CC2)CC(=O)c2ccccc2O3)c1,0,1
O=C(Cn1cnc([N+](=O)[O-])n1)NCc1ccccc1,-4&-1,-8&-2
CC(=O)N1CCCc2ccc(NC(=O)CC3CCCC3)cc21,-7,-1
Cc1cc(NS(=O)(=O)c2ccccc2)c(C)c(S(=O)(=O)c2ccc(Cl)cc2)c1O,-2,-1
Cc1cccc(NC(=O)c2c(O)c3cccc4c3n(c2=O)CC4)c1C,-8,0
Oc1ccc(/C=N\Nc2nncn2/N=C\c2ccc(O)c(O)c2)cc1O,/,i
CSc1nc2cc(C)nn2c(N)c1C#N,7,/
COc1ccc(C(=O)N2CCC(C(=O)Nc3ccc(OCc4ccccc4)cc3)CC2)cc1,-9,8
Cc1ccc(C(=O)Nc2ccccc2F)c(Cl)c1,-7,-9
CCOc1ccccc1Oc1c(C)oc2c3c(ccc2c1=O)OCN(CC1CCCO1)C3 (centres undefined),0,1
Cn1c(=O)c2c(SCc3ccccc3F)nc(-c3ccc([N+](=O)[O-])cc3)nc2n(C)c1=O,4,-5
O=C1CC(c2ccccc2)N=C(SCC(=O)Nc2cccc(Cl)c2)N1 (centres undefined),9,29
COCCC(=O)N1CCC(O)(c2ccccc2)C(N(C)C)C1 (centres undefined),0,-8
CC1(C(=O)O)CC(=O)N=C2C=CC=CN21 (centres undefined),-8,0
COCCN1C(=O)CCC2(CNC(=O)CCc3ccccc3)CCCC12 (centres undefined),-6,-9
COc1cc(C2NC(C(=O)O)CS2)ccc1OCc1ccccc1Cl (centres undefined),-7,-14

# (more compounds)
SMILES,Pf apPOL block,mHTT CaM bind
CC1CCCC(C)N1C(=O)c1cccc2c1-c1ccccc1/C2=N\O (centres undefined),-2,i
COc1ccc(-c2cc(-c3ccccc3)[nH]c(=O)n2)cc1OC,-4,-1
CS(=O)(=O)N1CCC(C(=O)OCc2cc(-c3cccs3)on2)CC1,-10,-19
COc1ccc(/C=C/S(=O)(=O)NCc2ccccc2)c(CNC(=O)OC(C)(C)C)c1,15,5
Cc1ccccc1Nc1ncnc2c1nc1n2CCCCC1,-8,-2
O=C(Nc1ccc2oc(-c3cccnc3)nc2c1)c1ccc([N+](=O)[O-])cc1Cl,0&-2,-1&-3
COc1ccc(-c2nc(-c3ccc4ncn(C)c4c3)no2)cc1,10,19
Cc1ccc(S(=O)(=O)N2CCc3nc(NC(=O)c4cccnc4)sc3C2)cc1,-4,-1
O=C(c1cccs1)N1CCCC1c1nc(-c2ccc(F)cc2F)no1 (centres undefined),-1,0
Cc1nccn1Cc1noc(CC2CCCCC2)n1,-1,-8
COC(=O)C(C)NC(=O)N1CCOc2ccccc21 (centres undefined),-5,2
COc1ccc(CNCc2ccc(F)c(F)c2)cc1,2,-4
CC1=NN(c2ccccc2)C(=O)/C1=C/c1ccc(OCc2ccc(C)cc2)cc1,-10,-1
COc1cc(/C=C2/C(=N)N3N=C(CC(C)C)SC3=NC2=O)cc(OC)c1OC,-2,6
COc1ccc(C(=O)N2CCN(C(=O)c3ccco3)CC2)cc1,-5,1
COc1ccccc1-n1cnc2cc(NS(=O)(=O)c3ccc(Br)cc3)ccc21,-2,32
CCOc1cccc(CN2CCc3nc(N4CCN(c5ccc(F)cc5)CC4)ncc3C2)c1,-2,4
CN(C)CC(=O)Nc1ccc(Cl)cc1,-4,1
CCOc1cc2[nH]c(=O)n(C3CC3)c(=O)c2cc1OCC,-6,1
CCOc1cc(C2C3=C(CC(C)(C)CC3=O)Nc3ncnn32)ccc1O (centres undefined),-1,-6

# One compound at a time (already shown). Screens in order: Pf apPOL block	mHTT CaM bind
# Entry for O=C(c1cccs1)N1CCCC1c1nc(-c2ccc(F)cc2F)no1 (centres undefined) : -1	0
# Entry for COc1ccc(-c2cc(-c3ccccc3)[nH]c(=O)n2)cc1OC : -4	-1
# Entry for CC1CCCC(C)N1C(=O)c1cccc2c1-c1ccccc1/C2=N\O (centres undefined) : -2	i
# Entry for COc1cc(/C=C2/C(=N)N3N=C(CC(C)C)SC3=NC2=O)cc(OC)c1OC : -2	6
# Entry for Cc1nccn1Cc1noc(CC2CCCCC2)n1 : -1	-8

# New compounds follow:
SMILES,Pf apPOL block,mHTT CaM bind
COc1ccc(-c2nn(-c3ccccc3)cc2C(=O)Nc2ccc(C(C)=O)cc2)cc1OC,12,25
CC(C)c1nc(CN2CCC(N3CCCCC3)CC2)cc(=O)[nH]1,-3,-5
Cc1ccc(C(=O)CSc2nnc(N)s2)c(C)c1,4,-5
O=C(CCN1C(=O)c2cccnc2C1=O)Nc1cccc(Cl)c1,-6,11
O=C1C2C3c4ccccc4C(c4ccccc43)C2c2nc3ccccc3n21 (centres undefined),2,2
O=C(COc1ncccn1)NCc1cccnc1,-3,-11
COc1ccc(OC)c(NC(=O)CN(C2CCCCC2)S(=O)(=O)c2ccc(F)cc2)c1,1,14
Cc1nc(-c2ccc(-c3noc(COc4ccccc4)n3)cc2)cs1,-3,-13
COCC(=O)Nc1cccc(I)c1,-3,-6
Cc1ccccc1OCc1nnc(SCC(=O)N2CCN(c3ccccc3)CC2)n1C,7,1
COc1ccc(Cl)cc1Nc1ccnc2c1c(=O)n(C)c(=O)n2C,2,10
O=Cc1cc(Br)c(Sc2ccc(Cl)cc2)o1,-6,61*
Cn1nc(-c2cccc(NC(=O)c3ccc(S(=O)(=O)N4CCCC4)cc3)c2)ccc1=O,2,3
CCN1CCCC1CNc1nc(-c2cccc(C)c2)nnc1C (centres undefined),-5,15
CC(C)(C)NC(=O)NCCc1ccccc1,-3,/
CN(C)c1ccc(CNC(=O)c2cn3c(n2)CCCC3)cc1,2,-2
O=C(NC1CCCC1)c1cccc(OCc2ccccc2)c1,-6,-3
O=c1ccc(S(=O)(=O)N2CCOCC2)cn1Cc1ccccc1F,-5,-4
COc1ccccc1N(CC(=O)NCc1ccncc1)S(C)(=O)=O,0,-4
O=C(COc1ccccc1Cl)Nc1ccc(S(=O)(=O)N2CCOCC2)cc1,-1,13

# A second format for two compounds above.
# Values run as follows: Pf apPOL block, mHTT CaM bind
CC(C)c1nc(CN2CCC(N3CCCCC3)CC2)cc(=O)[nH]1
  -3, -5
CCN1CCCC1CNc1nc(-c2cccc(C)c2)nnc1C (centres undefined)
  -5, 15

# The listing picks up, starting 3 compounds before the break.
SMILES,Pf apPOL block,mHTT CaM bind
O=c1ccc(S(=O)(=O)N2CCOCC2)cn1Cc1ccccc1F,-5,-4
COc1ccccc1N(CC(=O)NCc1ccncc1)S(C)(=O)=O,0,-4
O=C(COc1ccccc1Cl)Nc1ccc(S(=O)(=O)N2CCOCC2)cc1,-1,13
CN(Cc1ccco1)C(=O)C1c2ccccc2CC(=O)N1C (centres undefined),1,-4
COc1ccc(OC)c(NC(=O)C2CCc3sc(C(=O)N4CCCC4)cc3C2)c1 (centres undefined),1,27
Cc1ccc(NC(=O)Cc2nc(-c3cccnc3)n[nH]2)cc1F,0,-4
COc1ccc(S(=O)(=O)Nc2ccccc2I)c2cccnc12,3,1
CCc1noc(-c2cccnc2N2CCCN(C(=O)c3ccc(Cl)cc3)CC2)n1,0,0
O=C(NCc1cccnc1)C1CCN(S(=O)(=O)N2CCCC2)CC1,-9,-6
Cc1ccccc1-c1cc(=O)c2cc(NC(=O)C3CCCCC3)ccc2o1,-2,-8
CC(C)NC(=O)c1cccc(-c2cnc3ccccc3c2)c1,-11,-7
Cc1cc2ncn(C(=O)CN3C(=O)c4ccccc4C3=O)c2cc1C,-4&-2,9&0
CC(CCc1ccccc1)NC(=O)c1csc(-c2ccncc2)n1 (centres undefined),-1,79*
CCc1onc(C)c1C1CCCN1Cc1ccc(C)s1 (centres undefined),-3,-33
COc1ccccc1/C=C/C=C1\N=C(c2ccccc2Br)OC1=O,-3,17
Cc1ccc(Cl)cc1NC1=CC(=NS(=O)(=O)c2cccs2)c2ccccc2C1=O,-6,79*
CC1CC(OCC(O)C[N+]2(C)CCOCC2)CC(C)(C)C1 (centres undefined),3,-2
CCCCN(CC)S(=O)(=O)c1cc(Br)cc2c1N(C(C)=O)CC2,0,19
O=C(O)C1Sc2c(sc(=O)n2Cc2ccc(Cl)cc2)C2c3ccccc3OC(=O)C12 (centres undefined),-1,40
